EP2 mod – EP2 receptor modulators, cAMP readout, primary screen, cell-based, HTRF cAMP, PGE2 stimulation | EP2-expressing cells, cAMP HTRF FRET, PGE2 co-stimulation | 260,000 compounds, 0.83% hits | Prostaglandin E2 receptor EP2 subtype (Homo sapiens), P43116 | induction, % at 25 µM;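 active = compounds whose cAMP rise, as percent of the full-agonist control response, exceeds 60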;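 also: rat C6 glioma line stably carrying human EP2 under a CMV promoter; the protocol text gives 20 µM as final concentration; 100% = response of wells given 1 µM PGE2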
14-3-3 Bad inh – inhibitors of 14-3-3 zeta/Bad binding, primary screen, biochemical, TR-FRET, bovine 14-3-3 zeta. TR-FRET 14-3-3zeta/Dy647-pBad peptide displacement, 1 h. inhibition, % at 21.7 µM. 220,000 compounds, 0.71% hits. AID 781, 2007;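 active = inhibition above about 70%, limit read from the data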;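 also: 0% = full 14-3-3 plus peptide FRET controls and 100% = background without 14-3-3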
Target sequence (P63103 whole entry, looked up): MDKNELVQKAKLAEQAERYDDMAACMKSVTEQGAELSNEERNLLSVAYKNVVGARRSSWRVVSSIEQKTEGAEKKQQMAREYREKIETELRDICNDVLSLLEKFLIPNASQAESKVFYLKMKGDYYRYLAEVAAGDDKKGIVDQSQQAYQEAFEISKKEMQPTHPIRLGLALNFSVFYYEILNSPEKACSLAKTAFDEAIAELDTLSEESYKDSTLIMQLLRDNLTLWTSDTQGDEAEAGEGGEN
Rad51 HR inh – human RAD51 strand exchange inhibitors, primary screen, biochemical, fluorescence; DNA repair protein RAD51 homolog 1 (Homo sapiens), Q06609; hRad51 DNA strand exchange, fluorescence dequenching; inhibition, % at 10 µM; 200,000 compounds, 0.085% hits; AID 1385, 2008;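 active = inhibition above 40% at the single screening dose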;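 also: 0% = DMSO control wells and 100% = blanks with heterologous ssDNA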
Target sequence (Q06609 whole entry, looked up): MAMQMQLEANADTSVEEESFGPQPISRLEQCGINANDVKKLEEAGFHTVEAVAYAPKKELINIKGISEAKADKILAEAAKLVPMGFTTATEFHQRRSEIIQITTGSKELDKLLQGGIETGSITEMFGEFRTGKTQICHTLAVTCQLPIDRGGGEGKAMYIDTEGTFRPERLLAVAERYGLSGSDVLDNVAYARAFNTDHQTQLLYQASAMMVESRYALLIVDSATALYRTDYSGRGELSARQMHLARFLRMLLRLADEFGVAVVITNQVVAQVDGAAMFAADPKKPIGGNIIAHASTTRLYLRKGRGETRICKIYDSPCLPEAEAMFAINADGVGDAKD
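Read-out basis: percent inhibition relative to plate controls and blanks / Assay system: human Rad51 nucleoprotein filaments preassembled on unlabelled ssDNA / Timing: filaments 15 min 37 °C, then compound 30 min / Control set: per-plate controls and blanks / Technique: fluorescence dequenching at 485/520 nm / Compound: 10 µM final, single point / Also added: Fluorescein- and BHQ1-tagged 47-mer duplex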
TbHK1 inh – Trypanosoma brucei hexokinase 1 inhibitors, primary screen, biochemical, G6PDH-coupled NADH absorbance, MLSCN library | recombinant TbHK1, G6PDH-coupled NADH A340 | inhibition, % at 10 µM | 220,000 compounds, 0.11% hits | AID 1430, 2008;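 active = inhibition of 50% or more in the single-dose primary screen; inactive = inhibition below 50%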
Calpain2 inh – inhibitors of pig calpain II, primary screen, biochemical, fluorogenic peptide substrate, 1536-well; AID 1236, 2008; purified calpain II, 30 min; inhibition, % at 16 µM; 220,000 compounds, 0.37% hits;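 active = inhibition above about 50%, limit read from the data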
eIF4E-4G inh – eIF4E–eIF4G protein interaction inhibitors, primary screen, biochemical, uHTS, TR-FRET, eIF4GI fragment; inhibition, % at 21.7 µM; Eukaryotic translation initiation factor 4E (Mus musculus) + Eukaryotic translation …; 220,000 compounds, 0.37% hits; TR-FRET eIF4E-eIF4GI(517-606) binding, 2 h; AID 782, 2007;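 active = inhibition above about 30%, limit read from the data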;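 also: 0% = full FRET control wells and 100% = background wells lacking eIF4GI fragment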
EP2 antag – human EP2 receptor antagonists, primary screen, TR-FRET cAMP, C6 glioma cells; Prostaglandin E2 receptor EP2 subtype (Homo sapiens), P43116; C6 glioma cells expressing human EP2; cells stimulated with saturating PGE2; inhibition, % at 25 µM; 260,000 compounds, 0.52% hits; AID 1422, 2008;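 active = percent inhibition above 40 after rounding to a whole number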;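 also: rat C6 glioma host cells with rolipram phosphodiesterase inhibitor present; the protocol text gives 20 µM as final concentration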
Hck-Nef inh – inhibitors of Nef-activated human Hck kinase, primary screen, biochemical, Z-Lyte FRET, 384-well, Hck-YEEI. Tyrosine-protein kinase HCK (Homo sapiens), P08631. Recombinant Hck-YEEI plus Nef, Z-Lyte FRET kinase assay. inhibition, % at 20 µM. 220,000 compounds, 0.68% hits;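 active = Hck-Nef kinase inhibition above about 50%, limit read from the data; inactive = inhibition below that limit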;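 also: 0% = DMSO with Hck plus Nef and 100% = Hck alone without Nef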
Target sequence (P08631 whole entry, looked up): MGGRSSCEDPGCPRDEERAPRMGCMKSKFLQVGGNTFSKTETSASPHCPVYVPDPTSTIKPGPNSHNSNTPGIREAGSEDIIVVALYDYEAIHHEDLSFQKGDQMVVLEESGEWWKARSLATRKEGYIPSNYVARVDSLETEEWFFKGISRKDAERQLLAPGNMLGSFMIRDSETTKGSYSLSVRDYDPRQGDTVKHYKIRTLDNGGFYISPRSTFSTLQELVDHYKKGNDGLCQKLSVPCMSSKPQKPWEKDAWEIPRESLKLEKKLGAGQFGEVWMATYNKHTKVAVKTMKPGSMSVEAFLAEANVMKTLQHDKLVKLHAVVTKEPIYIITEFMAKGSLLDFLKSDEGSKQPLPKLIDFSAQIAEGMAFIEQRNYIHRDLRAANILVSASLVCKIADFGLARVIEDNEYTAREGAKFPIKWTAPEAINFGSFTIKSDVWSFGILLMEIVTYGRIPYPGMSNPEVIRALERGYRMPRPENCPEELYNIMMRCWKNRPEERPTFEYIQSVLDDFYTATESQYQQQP
L929 necroptosis – inhibitors of zVAD-triggered necroptosis, primary screen, L929 cells; L929 zVAD necroptosis rescue, ATP luminescence, 24 h; with zVAD 60 µM; viability rescue, % at 10 µM; 220,000 compounds, 0.38% hits; AID 1377, 2008;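 active = activation, scaled between plate controls, above about 75%, limit read from the data; inactive = activation under that limit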;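 also: 0% = zVAD with DMSO and 100% = DMSO alone without zVAD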
The depositor's hits bear a star; nt = not tested or not shown; & = joins results of further samples; [ ] = dose if it differs, or a comment. Some of the compounds tested (hit frequency here may not be typical).

SMILES	EP2 mod	14-3-3 Bad inh	Rad51 HR inh	TbHK1 inh	Calpain2 inh	eIF4E-4G inh	EP2 antag	Hck-Nef inh	L929 necroptosis
CC(C)CCn1cnc2c([nH]c3cccc(Cl)c32)c1=O	-24	18[fluorescence artefact?]	8	11	-17	-14	10	4	0.5
Oc1ccccc1C1CC(c2cccs2)=NC(c2ccc(Cl)cc2)N1 (stereo not drawn)	14	14	-10	-1	1	1	7	22	3.7
COc1ccc2oc(C(=O)CCC(=O)O)c(N)c2c1	16	-7	nt	-30	-51	3[fluorescence artefact?]	nt	1	-0.1
CN(C(=O)Cc1ccccc1)n1cnnc1	8	-1[fluorescence artefact?]	-1	4	-21	1[fluorescence artefact?]	7	0	0.1
O=C(CCc1nnc(CCCCc2ccccc2)o1)N1CCCCC1CCO (stereo not drawn)	-19	-2	nt	1	-9	2	8	17	-0.6
CCCCNC(=O)N1CCN(Cc2ccc(F)cc2)CC1	-17	-9	8	3	18	3	5	14	0.3
CC(C)(C)c1ccccc1NC(=O)c1ccco1	10	11	-2	7	-33	4	2	1	-0.1
CCOCCCNCC(=O)Nc1ccccc1N1CCOCC1	53&6	71*	nt	2	3	-5[fluorescence artefact?]	7&12	1	-0.1
COc1cc2cc(CN(CCc3cccc(C)c3)C(=S)NCCCN(C)C)c(=O)[nH]c2cc1OC	-69	-11	nt	10	-84	0	11	2	7.8
CN1CCN(c2ccccc2NC(=O)c2ccc(F)cc2)CC1	-17	-3	nt	-3	23	-12	1	18	-0.8
COc1ccc(C(=O)NCC(=O)OCC(=O)Nc2cc([N+](=O)[O-])ccc2F)cc1	34	7	12	-6	-10	0	6	-2	1.9
COC(=O)CSC1=C(C#N)C(c2ccc(C(C)C)cc2)CC(=O)N1 (stereo not drawn)	12	-5	-7	-1	0	-2	11	-1	8.8
O=C(Cc1ccccc1)NCC(=O)N/N=C/c1ccc(Cl)cc1	-31	2	1	-6	-1	-3	5	17	1.2
O=C(c1ccc(S(=O)(=O)N2CCOCC2)cc1)N1CCN(C2=NS(=O)(=O)c3ccccc32)CC1	22	-10	3	-6	-3	0	5	1	1.6
O=C(COC(=O)C1CC(=O)N(c2ccc3c(c2)OCCO3)C1)Nc1ccc2c(c1)CCC2 (stereo not drawn)	-15	30[fluorescence artefact?]	-3	-9	13	3[fluorescence artefact?]	10	0	0.2
CCOC(=O)C(/C(C)=N/NC(=O)c1ccccc1[N+](=O)[O-])C(C)C (stereo not drawn)	13	7	11	-3	-9	-1[fluorescence artefact?]	11	2	-0.1
CCCn1c(-c2cccc([N+](=O)[O-])c2)nc2c1c(=O)[nH]c(=O)n2Cc1ccccc1	35	4	nt	-6	15	4	4	3	-0.3
O=C(OCCNC(=O)c1ccc2ccccc2n1)c1cccnc1	8	-4	-1	-3	15	-3	8	-1	-0.5
Cn1c(=O)c(Nc2ccc(Cl)cc2)c2c3c(cccc31)C(=O)c1ccccc1-2	22	-1	nt	-14	-3	2	3	2	-0.6
Cc1ccccc1N(CC(=O)N/N=C/c1ccc(Cl)cc1)C(=O)c1ccccc1	18	5[fluorescence artefact?]	-1	-2	-17	4	8	8	0.4
Cc1cccc(C)c1NC(=O)COC(=O)c1ccccc1Nc1ccccc1	24	-4[fluorescence artefact?]	1	2	-64	4	7	9	0.3
CCCCCOC(=O)Cn1c(SCC(=O)Nc2ccccc2)nc2c1c(=O)[nH]c(=O)n2C	-5	55	-6	25	-5	3	15	0	-0.4
Cc1nnc(NC(=O)c2ccc3ccccc3n2)s1	-21	-12	nt	-2	8	-1	10	10	-1.2
CCOc1ccc(OCCCCOc2ccccc2C(C)=O)cc1	-5	35	nt	33	23	4	14	0	1.0
O=C(Nc1nc(=O)c2ccccc2s1)c1ccc(Cl)cc1	27	21	-4	-5	20	-4[fluorescence artefact?]	17	2	-0.1
COc1cc2c(cc1OC)C1(CCCC1)CNC2C (stereo not drawn)	6	3	4	1	-15	1[fluorescence artefact?]	10	7	-1.2
CCOc1ccc2c(=O)c(-c3ccc4c(c3)OCCCO4)c(C)oc2c1	0	15[fluorescence artefact?]	-5	-1	0	-4	6	5	0.4
CCCCc1c(O)nc2ccccn2c1=O	15	-9	4	-9	-20	7	0	0	2.3
CCCn1c(=O)n(C)c(=O)c2c(SCC(=O)NCc3ccco3)nc(C3CC3)nc21	6	0	-17	-6	-35	-14	8	2	-0.3
COc1cc(N/C=C2\CC(=O)NC(C)=C2C#N)cc(OC)c1OC	-40	-17	-4	-2	-145	3	6	36	4.2
COc1ccc(C)cc1NC(=O)CSc1nnc(CC(=O)Nc2ccccc2F)n1C	-5	-3	nt	-3	-8	2	6	10	-0.3
O=C(Nc1cc(SCCO)cc([N+](=O)[O-])c1)c1ccc(Br)o1	-11	8	3	-4	0	2	12	2	0.8
Cc1csc(NC(=O)c2ccc(S(C)(=O)=O)cc2)n1	-4	-9	-11	-15	-17	1	6	17	0.4
CCOc1ccccc1N(CC(=O)N1CCOCC1)S(=O)(=O)c1ccccc1	11	0[fluorescence artefact?]	nt	-2	-3	-4[fluorescence artefact?]	nt	2	-0.5
CCOC(=O)CSc1nnc(CNC(=O)c2ccco2)n1-c1ccc(F)cc1	4	10	-8	11	-6	4[fluorescence artefact?]	6	-2	-0.6
COc1cccc(CC(NC(C)=O)C(=O)NC2CCN(c3nnnn3-c3ccccc3)CC2)c1OC (stereo not drawn)	11	-3	6	-6	-34	-1	13	-25	2.8
CCc1cccc(C)c1NC(=S)N(CCN(C)C)Cc1cccs1	9	-4	0	5	25	0	8	-9	-0.8
Cc1ncc([N+](=O)[O-])n1CC(O)CCl (stereo not drawn)	25	-3	-4	-23	-8	0	17	-1	3.2
COc1cccc(CNC(=O)CN(c2cc(C)cc(C)c2)S(=O)(=O)c2c(C)noc2C)c1	22	5	5	-11	-4	-3	14	5	0.3
CCCOc1ccc(CC(=O)NCC2(c3ccccc3)CCOCC2)cc1OC	19	-11	-7	-1	-13	1	11	1	-0.4
Cc1ccc(S(=O)(=O)N2CCOCC2)cc1C(=O)Nc1nc(-c2cccnc2)cs1	-3	-6	0	-3	-8	-7	9	1	0.0
CC(C)(C)c1ccccc1OCCCCCNCCO	-18	42	-6	10	-7	0	10	-8	18
COC(=O)c1ccccc1NC(=O)CN1C(=O)c2ccccc2S1(=O)=O	-7	-9	3	-7	16	-10	7	1	0.0
CN(c1ccccc1)S(=O)(=O)c1cccc(NC(=O)Cn2cnc3c2c(=O)n(C)c(=O)n3C)c1	17	-5	-4	5	12	1[fluorescence artefact?]	7	1	-0.2
CCCOC1CCCN(C(=O)c2cc(Cl)c(Cl)cc2C(=O)O)C1 (stereo not drawn)	13&29	7	-2	10	26	0	10&12	-1	0.1
CCOc1ccc(N=c2scc(-c3ccccc3)n2CCO)cc1	3	-8	5	-7	15	-4	nt	-1	-0.5
CCOc1ccc(N2CC(C(=O)Nc3ccccc3OC)CC2=O)cc1 (stereo not drawn)	24	-5[fluorescence artefact?]	-4	-1	15	1	3	23	-0.3
CC(C)N=C(NC#N)SCc1ccc(F)cc1	17	-5	8	7	7	2	8	0	-0.3
CC1CCCC(NC(=O)CSC2CCCCC2)C1C (stereo not drawn)	9	-21	6	4	-13	2	7	20	2.2
O=C(Nc1ccccc1F)c1ccc(OCc2ccccc2)cc1	-19	-3	nt	3	18	-4[fluorescence artefact?]	14	-2	-0.2
(next part)
SMILES	EP2 mod	14-3-3 Bad inh	Rad51 HR inh	TbHK1 inh	Calpain2 inh	eIF4E-4G inh	EP2 antag	Hck-Nef inh	L929 necroptosis
COc1cc(CN2CCNC(=O)C2CC(=O)NCCC2=CCCCC2)cc(OC)c1 (stereo not drawn)	-19	-9	-1	-2	-46	1	9	21	2.1
NNC(=O)CCCNc1ncc(C(F)(F)F)cc1Cl	11	-5	6	-3	1	-2	8	-1	1.2
CC1CCCC(NC(=O)CSc2ccc(F)cc2)C1C (stereo not drawn)	-19	-4	7	-5	7	-1	2	23	1.3
CCOc1cccc2cc(C(=O)NCCC3=CCCCC3)c(=O)oc12	31	4	10	-9	-6	2	10	8	11
COC(=O)c1ccc(NC(=O)COC(=O)CSc2nc(C)cc(C)n2)cc1	24	6	2	-6	-21	10[fluorescence artefact?]	8	-1	0.2
Cc1sc2ncnc(SCC(=O)NCC(C)C)c2c1C	-7	9[fluorescence artefact?]	1	-7	-40	-4	7	0	-0.1
CCN(CC)CCNC(=S)Nc1ccc(Cl)cc1	-6	-2	-9	3	-12	6	4	0	-1.0
O=C(COc1ccc2ccccc2c1)Nc1ccc(Cc2ccncc2)cc1	-97&-43	1	3	-7	27	-46	9&10	0	-0.4
Fc1ccc(CNC(=S)NC2CCCC2)cc1	0	-16	6	27	-2	15	3	1	0.8
CCOC(=O)CC(C)(C)/C(C)=N/Nc1ccc([N+](=O)[O-])cc1[N+](=O)[O-]	-11	4	nt	-4	36	0	13	-1	0.0

Reprinted at random: 4 entries already listed
SMILES	EP2 mod	14-3-3 Bad inh	Rad51 HR inh	TbHK1 inh	Calpain2 inh	eIF4E-4G inh	EP2 antag	Hck-Nef inh	L929 necroptosis
CCN(CC)CCNC(=S)Nc1ccc(Cl)cc1	-6	-2	-9	3	-12	6	4	0	-1.0
NNC(=O)CCCNc1ncc(C(F)(F)F)cc1Cl	11	-5	6	-3	1	-2	8	-1	1.2
CCOC(=O)CC(C)(C)/C(C)=N/Nc1ccc([N+](=O)[O-])cc1[N+](=O)[O-]	-11	4	nt	-4	36	0	13	-1	0.0
Fc1ccc(CNC(=S)NC2CCCC2)cc1	0	-16	6	27	-2	15	3	1	0.8

Later entries:
SMILES	EP2 mod	14-3-3 Bad inh	Rad51 HR inh	TbHK1 inh	Calpain2 inh	eIF4E-4G inh	EP2 antag	Hck-Nef inh	L929 necroptosis
O=C(Nc1ccc(N2CCOCC2)cc1)c1ccncc1	10	0	-2	-8	-13	3[fluorescence artefact?]	18	3	0.9
CC1=NNC(=O)C(CC(=O)Nc2ccc(Cl)c(Cl)c2)C1 (stereo not drawn)	-3	4	-1	0	7	1[fluorescence artefact?]	6	1	0.9
Cc1cccc2cc(CN(Cc3ccco3)C(=O)c3ccncc3)c(=O)[nH]c12	-41	-7[fluorescence artefact?]	2	-7	-90	-1	18	14	-0.5
COc1ccccc1C1=Nc2cccc3cccc(c23)N1	-22	2[fluorescence artefact?]	4	-22	33	4[fluorescence artefact?]	16	1	0.8
Cc1cc(OCn2ccc(C(=O)O)n2)ccc1Cl	-11	35	5	21	13	-13	18	3	-0.2
O=C(Cc1cccc2ccccc12)NN1C(=O)C2C(C1=O)C1C=CC2C12CC2 (stereo not drawn)	-7	2[fluorescence artefact?]	2	0	3	3	7	2	1.5
Cc1ccc(NC(=S)NC2CC3CCCC(C2)N3Cc2ccco2)cc1 (stereo not drawn)	-75	-8	-5	10	30	2	5	16	-1.8
CCc1cc(OCCN(C)C)ccc1Cl	7	41	19	2	-31	-3	5	-1	2.2

Screening results deposited in PubChem BioAssay by several laboratories.
